# C diff HTS = C. difficile growth inhibitors, primary screen, HTS. Clostridium difficile clinical isolate growth, OD600, 24 h; active compounds read low. 86,000 compounds, 0.25% hits. growth activity, negative = inhibition, % at 16 µg/mL (by protocol);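 active = mean growth activity at or below -80% and every replicate also at or below -80%; inconclusive = mean at or below -80% but some replicate above -80%; inactive = mean growth activity above -80%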;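 note: 0% = DMSO wells and -100% = levofloxacin 16 µg/mL wells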
# Pf Dd2 inh = P. falciparum Dd2 growth inhibitors, primary screen, SYBR Green fluorescence, single dose replicates. 72 h; active compounds read low. activity change, % at 10 µM. 94,000 compounds, 2.3% hits. AID 1159554, 2015; in the data active = activity change below about -80%; inconclusive = no clear call, values can overlap the other calls
# T cruzi growth = T. cruzi intracellular proliferation inhibitors, primary screen, cell-based, beta-gal Tulahuen parasites, NIH3T3 host, luminescence. AID 624255, 2012. inhibition, % at 8.34 µM. T. cruzi beta-gal in NIH3T3, GalScreen luminescence, 90 h. 77,000 compounds, 5.9% hits;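 active = mean inhibition above about 93%, with at least 55% of replicates each passing it, limit read from the data, passing the limit was not always enough; inconclusive = only one of those two conditions holds; inactive = neither condition holds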
# KDM4C inh = inhibitors of GASC-1 (KDM4C) histone demethylase, primary screen, biochemical, single concentration HTS; GST-KDM4C 2-372, H3K9me3 peptide, LANCE TR-FRET; inhibition, % at 12.5 µM; 96,000 compounds, 0.15% hits;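 active = mean replicate inhibition above about 25%, with at least 55% of replicates also reaching it, limit read from the data, passing the limit was not always enough; inconclusive = only one of those two conditions met; inactive = neither condition met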
# Target sequence (Q9H3R0 2-372 limits assumed): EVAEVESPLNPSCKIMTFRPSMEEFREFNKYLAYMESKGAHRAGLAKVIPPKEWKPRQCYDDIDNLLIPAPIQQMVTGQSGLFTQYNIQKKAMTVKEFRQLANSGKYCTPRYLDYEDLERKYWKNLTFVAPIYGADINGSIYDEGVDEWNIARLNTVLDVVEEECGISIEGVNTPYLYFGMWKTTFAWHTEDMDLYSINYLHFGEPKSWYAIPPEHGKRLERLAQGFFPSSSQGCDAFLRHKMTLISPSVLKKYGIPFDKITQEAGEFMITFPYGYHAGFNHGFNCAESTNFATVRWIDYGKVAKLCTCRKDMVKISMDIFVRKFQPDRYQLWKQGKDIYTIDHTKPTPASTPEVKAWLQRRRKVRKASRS
#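 Compound: one test concentration per compound; Material: GST-GASC-1 enzyme fragment 2-372; Amount: GASC-1 enzyme at 10 nM final in reaction; Also added: H3K9me3 peptide substrate, Fe(II), 2-oxoglutarate; Technique: LANCE TR-FRET; Times: 30 min demethylation and 1 h detection at room temperature.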
# * marks the source's active call; other numbers are inactive results; ? = inconclusive; . = not tested or not shown; & = joins results of further samples.
SMILES,C diff HTS,Pf Dd2 inh,T cruzi growth,KDM4C inh
CO[C@@H]1CC[C@@H]2CCOc3c(C#N)cccc3C(=O)N(C)C[C@@H](OC)[C@H](C)C(=O)N(C)C[C@@H]1O2,14,.,19,2.4
O=C(Cc1ccncc1)NCC[C@H]1CC[C@@H](NC(=O)C2CC2)[C@@H](CO)O1,-1,-3,.,1.7
O=C(c1ccncc1)N1CC(=O)N2[C@H](CO)[C@@H](c3ccc(-c4ccccc4F)cc3)[C@@H]2C1,-10,-42,.,2.8
N#C[C@H]1[C@@H](c2ccc(C#Cc3cccc(F)c3)cc2)[C@H](CO)N1C(=O)C1CCC1,-15,-44,100*,-2.4
COc1cccc(C(=O)Nc2ccc3c(c2)C(=O)N(C)[C@H]2CC[C@@H](CC(=O)N[C@@H](C)c4ccccc4)O[C@H]2CO3)c1,-5,-39,91,0.5
O=C(C[C@@H]1CC[C@@H]2[C@H](COC[C@@H](O)CN2Cc2cccc(Cl)c2)O1)N1CCCCC1,4&-2,-5,21,1.6
CN1C(=O)c2cc(NC(=O)c3ccc(C(F)(F)F)cc3)ccc2OC[C@H]2O[C@@H](CC(=O)O)CC[C@H]21,-3,7,18,1.2
COc1cccc(C(=O)Nc2ccc3c(c2)C(=O)N(C)C[C@H](OC)[C@@H](C)CN(CC2CC2)[C@@H](C)CO3)c1,.,-10,11,0.2
CCS(=O)(=O)N(C)C[C@H]1OCc2ccccc2-c2c(n(C)c3ccccc23)C(=O)N([C@H](C)CO)C[C@H]1C,.,-12,-100,0.4
CCCNC(=O)[C@@H]1[C@@H](CO)[C@@H]2Cn3c(cccc3=O)[C@@H]2N1C(=O)C1CC1,0,20,.,3.8
CNC[C@@H]1Oc2c(NC(=O)C3CC3)cccc2C(=O)N([C@@H](C)CO)C[C@@H]1C,2,-14,13,0.1
C[C@H]1CN([C@@H](C)CO)C(=O)c2cc(NC(=O)CCCN(C)C)ccc2O[C@H]1CN(C)Cc1ccc(Oc2ccccc2)cc1,1,0,-78,1.9
COc1ccc(NC(=O)Nc2ccc3c(c2)C(=O)N([C@H](C)CO)C[C@@H](C)[C@@H](CN(C)Cc2ccc(Cl)c(Cl)c2)OCCCC[C@H](C)O3)cc1,5,-75,126*,-1.5
C[C@@H]1CN([C@@H](C)CO)C(=O)c2cccc(NC(=O)Nc3ccccc3)c2O[C@H]1CN(C)Cc1ccc(C(=O)O)cc1,-2,-5,.,3.1
C[C@@H]1CN([C@H](C)CO)C(=O)Cc2cc(NS(=O)(=O)c3ccccc3)ccc2O[C@@H]1CN(C)Cc1ccc(C(=O)O)cc1,14,26,-13,-0.4
O=C(C[C@H]1CC[C@H]2NC[C@H](O)COC[C@@H]2O1)Nc1ccccc1,.,3,0,2.0
O=C(NCC[C@H]1CC[C@@H](NS(=O)(=O)c2ccc(F)cc2)[C@@H](CO)O1)c1ccc2c(c1)OCO2,0,-4,51,0.4
C[C@H]1CN([C@@H](C)CO)S(=O)(=O)c2ccc(-c3cccc(F)c3)cc2O[C@@H]1CN(C)S(=O)(=O)c1ccc(F)cc1,3,-12,127*,-2.7
COCC(=O)N1[C@H](CO)[C@@H](c2ccc(C3=CCCCC3)cc2)[C@@H]1C#N,1,20,?,-3.6
CO[C@@H]1CN(C)C(=O)c2cc(NC(=O)C3CC3)ccc2OC[C@H](C)N(Cc2cncnc2)C[C@@H]1C,3,21,-37,-0.4
C[C@H](NC(=O)C[C@@H]1CC[C@H]2[C@@H](COC[C@@H](O)CN2C(=O)Nc2ccccc2)O1)c1ccccc1,.,8,21,2.1
Cc1noc(C)c1NC(=O)Nc1ccc2c(c1)C(=O)N([C@H](C)CO)C[C@H](C)[C@@H](CN(C)Cc1ccc3c(c1)OCO3)OCCCC[C@@H](C)O2,7,5,-31,-2.5
CN1C(=O)c2cc(NC(=O)C3CCC3)ccc2OC[C@@H]2O[C@@H](CC(=O)NCCc3ccncc3)CC[C@H]21,-1,-5,.,1.5
CO[C@H]1CN(C)C(=O)c2ccc(NC(=O)c3cc(C)on3)cc2OC[C@@H](C)N(C)C[C@@H]1C,-1,-10,-12,-0.4
C[C@H]1CN([C@@H](C)CO)C(=O)Cc2cc(NC(=O)C3CC3)ccc2O[C@H]1CN(C)Cc1ccccc1,2,6,-8,-1.4

# Reprinted from the part before: six entries, followed by the next part.
SMILES,C diff HTS,Pf Dd2 inh,T cruzi growth,KDM4C inh
CO[C@@H]1CN(C)C(=O)c2cc(NC(=O)C3CC3)ccc2OC[C@H](C)N(Cc2cncnc2)C[C@@H]1C,3,21,-37,-0.4
C[C@H](NC(=O)C[C@@H]1CC[C@H]2[C@@H](COC[C@@H](O)CN2C(=O)Nc2ccccc2)O1)c1ccccc1,.,8,21,2.1
Cc1noc(C)c1NC(=O)Nc1ccc2c(c1)C(=O)N([C@H](C)CO)C[C@H](C)[C@@H](CN(C)Cc1ccc3c(c1)OCO3)OCCCC[C@@H](C)O2,7,5,-31,-2.5
CN1C(=O)c2cc(NC(=O)C3CCC3)ccc2OC[C@@H]2O[C@@H](CC(=O)NCCc3ccncc3)CC[C@H]21,-1,-5,.,1.5
CO[C@H]1CN(C)C(=O)c2ccc(NC(=O)c3cc(C)on3)cc2OC[C@@H](C)N(C)C[C@@H]1C,-1,-10,-12,-0.4
C[C@H]1CN([C@@H](C)CO)C(=O)Cc2cc(NC(=O)C3CC3)ccc2O[C@H]1CN(C)Cc1ccccc1,2,6,-8,-1.4
COc1ccc(S(=O)(=O)N(C)C[C@@H]2Oc3ccc(NC(=O)C4CCCCC4)cc3CC(=O)N([C@@H](C)CO)C[C@@H]2C)cc1,4,-67,16,2.9
C[C@@H]1CN([C@@H](C)CO)C(=O)c2cc(NC(=O)c3ccncc3)ccc2O[C@@H](C)CCCCO[C@@H]1CN(C)S(=O)(=O)c1ccc(F)cc1,-5,-45,-7,-0.7
C[C@@H]1CN([C@@H](C)CO)C(=O)Cc2cc(NC(=O)C3CCCCC3)ccc2O[C@@H]1CN(C)S(=O)(=O)c1cccs1,-1,21,1,-0.4
O=C(N[C@@H]1CC[C@@H](CCNC(=O)C2CCC2)O[C@H]1CO)c1ccccn1,0,-9,.,-1.4
COc1cccc(NC(=O)N(C)C[C@@H]2Oc3cc(C#Cc4ccccc4)ccc3S(=O)(=O)N([C@H](C)CO)C[C@H]2C)c1,31,?,?,.
C[C@H]1CN([C@@H](C)CO)C(=O)c2cc(C#Cc3ccccn3)cnc2O[C@@H]1CN(C)C(=O)c1cnccn1,3,24,64,0.1
C[C@@H]1CN([C@H](C)CO)C(=O)CCCn2cc(nn2)CO[C@@H]1CN(C)Cc1ccc2c(c1)OCCO2,1,-1,12,6.8
CCCN(C)C[C@@H]1OCCCC[C@H](C)Oc2ccc(NC(=O)c3ccccc3)cc2C(=O)N([C@@H](C)CO)C[C@@H]1C,0,-41,78,-0.9
CO[C@@H]1CN(C)C(=O)c2cc(NS(C)(=O)=O)ccc2OC[C@H](C)N(Cc2cncnc2)C[C@H]1C,.,39,40,-1.2
Cc1ccccc1-c1ccc([C@H]2[C@@H](CO)N3CCCCN(C(=O)c4cccnc4)C[C@@H]23)cc1,-13,48,103*,0.0
COC(=O)C[C@@H]1C=C[C@@H](NC(=O)c2ccccc2)[C@@H](CO)O1,.,-3,22,-1.5
COCC(=O)N[C@@H]1CC[C@@H](CC(=O)N2CCCCC2)O[C@H]1CO,.,-23,8,-1.4
COc1ccc(S(=O)(=O)N(C)C[C@@H]2OCCCC[C@@H](C)Oc3ccc(NS(C)(=O)=O)cc3C(=O)N([C@H](C)CO)C[C@@H]2C)cc1,-2,5,-92,-3.1
O=C(O)C[C@@H]1CC[C@H]2[C@@H](COC[C@@H](O)CN2S(=O)(=O)c2ccc(F)cc2)O1,-2&-5,23,.,-2.1
COc1ccc(NC(=O)N(C)C[C@H]2Oc3ccc(NC(=O)CCCCCC(=O)Nc4ccccc4N)cc3C(=O)N([C@H](C)CO)C[C@H]2C)cc1,-1,3,.,1.3
COc1cccc(S(=O)(=O)N[C@H]2CC[C@@H](CCn3cc(-c4ccccc4OC)nn3)O[C@@H]2CO)c1,-4,-15,30,-0.3
O=C(C[C@@H]1CC[C@H](NC(=O)c2cccnc2)[C@H](CO)O1)NCc1ccncn1,0,4,-25,1.3
COc1ccccc1CNC(=O)C[C@@H]1C[C@@H]2c3cc(NC(=O)Nc4ccccc4F)ccc3O[C@@H]2[C@@H](CO)O1,-1,-41,11,2.7
C[C@@H]1CN([C@H](C)CO)C(=O)Cc2cc(NC(=O)CCN3CCOCC3)ccc2O[C@H]1CN(C)C(=O)Nc1ccc(C(F)(F)F)cc1,-1,0,11,-0.2
CO[C@@H]1CN(C)C(=O)c2ccc(NC(=O)c3cccnc3)cc2OC[C@@H](C)N(CC2CC2)C[C@H]1C,.,30,16,9.1
CO[C@@H](CN(C)S(=O)(=O)c1ccc(C)cc1)[C@H](C)CN(Cc1ccccc1Cl)[C@H](C)CO,.,-34,14,2.8
Cc1noc(C)c1S(=O)(=O)Nc1ccc2c(c1)C(=O)N([C@@H](C)CO)C[C@@H](C)[C@H](CN(C)C(=O)Nc1ccccc1)OCCCC[C@@H](C)O2,-2,-9,44,-0.2
COc1ccc2c3c([nH]c2c1)[C@H](CO)N(C(=O)c1ccccc1)CC31CCN(C(=O)Nc2cccc(F)c2)CC1,-13,-78,.,-0.8
COc1ccc(S(=O)(=O)Nc2ccc3c(c2)C(=O)N([C@@H](C)CO)C[C@@H](C)[C@H](CN(C)CC2CCCCC2)OCCCC[C@@H](C)O3)cc1,-4,-62,60,1.1
Cc1noc(C)c1S(=O)(=O)Nc1ccc2c(c1)C(=O)N([C@H](C)CO)C[C@@H](C)[C@H](CN(C)Cc1ccc(Cl)c(Cl)c1)OCCCC[C@@H](C)O2,-13,?,72,0.0

# Exported tab-delimited: entries from further up
SMILES	C diff HTS	Pf Dd2 inh	T cruzi growth	KDM4C inh
O=C(C[C@@H]1CC[C@H](NC(=O)c2cccnc2)[C@H](CO)O1)NCc1ccncn1	0	4	-25	1.3
COc1ccccc1CNC(=O)C[C@@H]1C[C@@H]2c3cc(NC(=O)Nc4ccccc4F)ccc3O[C@@H]2[C@@H](CO)O1	-1	-41	11	2.7

# The listing continues.
SMILES,C diff HTS,Pf Dd2 inh,T cruzi growth,KDM4C inh
C[C@H]1CN([C@@H](C)CO)C(=O)c2cc(-c3cccc(C#N)c3)cnc2O[C@@H]1CN(C)Cc1cncnc1,-2,23,-1,-0.6
CCCNC(=O)N1[C@H](CO)[C@@H]2c3ccccc3N(C(=O)C3CCC3)C[C@@H]21,-5,-3,7,4.8
CO[C@H]1CN(C)C(=O)c2cc(NC(C)=O)ccc2OC[C@@H](C)N(C(=O)CC2CC2)C[C@@H]1C,1,9,-3,0.0
C[C@@H]1CCCCO[C@@H](CN(C)S(=O)(=O)c2ccccc2)[C@@H](C)CN([C@H](C)CO)C(=O)c2cc(NC(=O)Nc3ccccc3)ccc2O1,.,-59,36,0.0
C[C@@H]1CN([C@@H](C)CO)C(=O)c2cc(NS(=O)(=O)c3cn(C)cn3)ccc2O[C@@H](C)CCCCO[C@@H]1CN(C)C(=O)c1ccccc1,.,3,3,0.4
O=C(CC1CC1)Nc1ccc2c(c1)[C@@H]1C[C@H](CC(=O)N3CCCCC3)O[C@H](CO)[C@@H]1O2,-1,20,11,-2.1
O=C(C[C@@H]1CC[C@H]2[C@@H](COC[C@H](O)CN2Cc2cccc(C(F)(F)F)c2)O1)NCc1ccncc1,.,-6,77,1.7
CN(C)C(=O)C[C@H]1CC[C@H]2[C@@H](COC[C@@H](O)CN2CC2CC2)O1,-2,13,2,0.7
C[C@@H]1CN([C@H](C)CO)C(=O)Cc2cc(NC(=O)Nc3ccccc3)ccc2O[C@H]1CN(C)C(=O)Nc1ccc2c(c1)OCO2,-6,-11,21,16
Cc1noc(C)c1NC(=O)Nc1ccc2c(c1)C(=O)N([C@@H](C)CO)C[C@H](C)[C@@H](CN(C)Cc1ccc(-c3ccccc3)cc1)O2,-22,9,-10,-0.5
C[C@@H]1CN([C@@H](C)CO)C(=O)Cc2cc(NC(=O)Nc3ccc4c(c3)OCO4)ccc2O[C@@H]1CN(C)S(=O)(=O)c1cn(C)cn1,1,22,-3,2.3
CC(C)CC#Cc1ccc2c(c1)O[C@H](CN(C)S(=O)(=O)c1ccc(F)cc1)[C@@H](C)CN([C@H](C)CO)S2(=O)=O,5,-66,.,0.6
O=C(CCN1CCCCC1)NCC[C@H]1CC[C@H](NS(=O)(=O)c2cccc(F)c2)[C@H](CO)O1,4,7,11,4.5

# Compound profiles, as listed above. Order of screens: C diff HTS, Pf Dd2 inh, T cruzi growth, KDM4C inh
# Record of CC(C)CC#Cc1ccc2c(c1)O[C@H](CN(C)S(=O)(=O)c1ccc(F)cc1)[C@@H](C)CN([C@H](C)CO)S2(=O)=O : 5, -66, ., 0.6
# Record of Cc1noc(C)c1NC(=O)Nc1ccc2c(c1)C(=O)N([C@@H](C)CO)C[C@H](C)[C@@H](CN(C)Cc1ccc(-c3ccccc3)cc1)O2 : -22, 9, -10, -0.5
